ER stress rescue – rescue of cells from ER stress-induced death, primary screen, 384-well, CSM14.1, thapsigargin, ATP luminescence (AID 1222) | CSM14.1 thapsigargin-induced death rescue, ATP luminescence; higher % means a stronger effect | cellular ATP content (survival), % at 20 µM, or EC50 in µM where a hit was titrated | 190,000 tested, under 10 active;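 active means EC50 below 50 µM in the dose-response confirmation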;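 further: death triggered by thapsigargin at about 15 µM added after 2 h compound pretreatment; cell ATP read after overnight thapsigargin exposure of roughly 18 to 22 hours; normalized against plate controls of thapsigargin alone and 5% DMSO vehicle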
Dengue-2 NS5 capping – Dengue-2 NS5 methyltransferase inhibitors, primary screen, biochemical, confirmation dose response (AID 588689) | Genome polyprotein (Dengue virus type 2 (strain 16681-PDK53)) | Dengue-2 NS5 methyltransferase capping enzyme assay, biochemical; higher % means a stronger effect | one-dose inhibition, % at 25 µM; IC50 in µM for titrated hits | 340,000 tested, 0.3% active; in the data active means a potency from the dose series; inconclusive means inhibition above about 29% without an active follow-up result
WT yeast gro inh – growth inhibition of WT strain, primary screen, mitochondrial fusion inhibitor project, WT and mutant strains, chemical genetic; mitochondrial fusion phenotypic screen; inhibition, % at 10 µM; 190,000 tested, 2.1% active; AID 1362, 2008; in the data active means inhibition above about 58%; tested in S. cerevisiae
K1F lysis inhibition – inhibition of K1F phage lysis, E. coli UTI89, bacterial capsule biogenesis inhibitors, alamar blue (AID 488966); E. coli UTI89 K1F phage lysis, alamar blue, 2 h; higher % means a stronger effect; inhibition, % at 100 µM; hits with a dose series show IC50 in µM; 340,000 tested, 0.02% active;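 active means phage lysis inhibition, versus mean bacterial control, above a set limit; inconclusive means no clear call, values can overlap the other calls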;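 further: capsule biogenesis inhibitors block K1F phage lysis so surviving cells raise fluorescence; higher fluorescence means more inhibition of phage lysis; actives were called in the ten point dose series up to 300 µM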
West Nile antiviral – West Nile virus antiviral activity, cell-based, CPE readout (AID 1621) | West Nile virus-infected cells, CPE inhibition; higher % means a stronger effect | CPE inhibition, % at 10 µM, or IC50 in µM where a hit was titrated | 290,000 tested, 0.02% active; in the data active means a potency from the dose series; inconclusive means CPE inhibition mostly from about 3.7% at the one dose, without a potency; inactive means the rest, 99 in 100 with CPE inhibition below about 2.2%; further: strong numbers were not always called active
Large T inhibition – SV40 large T antigen inhibitors, biochemical (AID 1903); SV40 large T antigen ATPase/helicase inhibition assay; higher % means a stronger effect; inhibition, % at 20 µM, or IC50 in µM where a hit was titrated; 310,000 tested, 0.39% active; in the data active means a potency from the dose series; inconclusive means inhibition mostly from about 32% at the one dose, without a potency; inactive means the rest, 99 in 100 with inhibition below about 32%; further: strong numbers were not always called active
RSV antiviral HEp-2 – RSV antiviral activity via CPE protection, HEp-2 cells, primary 10 µM value included (AID 2391); one-dose CPE inhibition, % at 10 µM; IC50 in µM for titrated hits; 310,000 tested, 0.13% active; HEp-2 cells, RSV-induced CPE inhibition; higher % means a stronger effect; in the data active means a potency from the dose series; inconclusive means CPE inhibition mostly from about 23% at the one dose, without a potency; inactive means the rest, 99 in 100 with CPE inhibition below about 21%; further: strong numbers were not always called active
Yfh1-depleted yeast – enhancers of respiration in Yfh1-depleted yeast, dose response, Friedreich's ataxia, plus single-dose screen (AID 1465); S. cerevisiae Yfh1-off respiration, WST-1 reduction, 72 h; higher fold induction means a stronger effect; one-dose fold induction at 50 µM; EC50 in µM for titrated hits; 220,000 tested, 0.074% active;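 active means fold induction of absorbance versus untreated yeast above a set limit, then at least 30% activation at any dose in follow-up; inconclusive means repeats straddling the limit, or above it without dose testing; inactive means fold induction below the set limit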;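 further: activators that raise dye reduction in frataxin-depleted yeast; strong numbers were not always called active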
XIAP displacement – XIAP antagonists, biochemical, IAP family, fluorescence polarization (AID 1018). E3 ubiquitin-protein ligase XIAP (Homo sapiens). 200,000 tested, 0.007% active. displacement, % at 20 µM, or IC50 in µM where a hit was titrated. XIAP BIR domain, fluorescence polarization peptide displacement; higher % means a stronger effect; in the data active means displacement above about 50%; further: a part of the inactive calls stands beside numbers as strong as those of hits
WT yeast gro inh mutant strain – further read-out of WT yeast gro inh, marked with its call; inhibition, %; mitochondrial fusion phenotypic screen, mutant strain inhibition
Dengue-2 NS5 capping pilot replicate – second read-out of Dengue-2 NS5 capping, no call of its own (marks repeat the call); inhibition, %; measured here: pilot screen replicate inhibition
Starred values were filed as active, the others as inactive; i = inactive; ? = inconclusive; nt = no result given; [ ] = remark or other dose.

SMILES	ER stress rescue	Dengue-2 NS5 capping	WT yeast gro inh	WT yeast gro inh mutant strain	K1F lysis inhibition	West Nile antiviral	Large T inhibition	RSV antiviral HEp-2	Yfh1-depleted yeast	XIAP displacement	others
CCCCn1c(=N)n(CC(=O)c2ccc(OC)cc2)c2ccccc21	nt	nt	nt	nt	nt	?	10%	0.9%	i	nt
NCC(c1ccccc1Cl)c1c[nH]c2ccccc12 (stereo not drawn)	nt	-5%	nt	nt	0.5%	-2.0%	3%	-1.0%	nt	nt
COc1ccc(OC)c(NC(=O)CSc2nnc3ccc(-c4ccncc4)nn23)c1	nt	-2%	-8	-12	0.0%	0.0%	7%	-0.6%	i	-2.9%
Cc1c(CCO)c(=O)n(-c2ccccc2)n1S(=O)(=O)c1c(Cl)cc(Cl)cc1Cl	-0.7%	-6%	-11	-16	-0.2%	0.2%	12%	2.8%	i	-0.1%
Cc1onc(C(=O)N2C(C)CCCC2C)c1[N+](=O)[O-] (stereo not drawn)	-1.7%	-4%	4	-5	-0.7%[50 µM]	0.0%	4%	1.9%	i	-7.6%
COC(=O)C1CCN(C(=O)COC(=O)c2ccc(=O)n(Cc3ccccc3)n2)CC1	nt	-7%	nt	nt	1.1%[50 µM]	nt	4%	-0.2%	nt	nt
COC(=O)C1CCN(S(=O)(=O)CCNC(=O)c2ccc3c(c2)OCO3)CC1	nt	-1%	nt	nt	1.1%[50 µM]	nt	15%	-1.1%	nt	nt
CC1(C)NC(=O)N(CCCCOc2ccc3ccccc3c2Cl)C1=O	-0.2%	4%	-4	-6	0.5%	-0.6%	13%	7.4%	i	-3.1%	Dengue-2 NS5 capping pilot replicate=1.1
Cn1cc(/C=C(\C#N)C(=O)Nc2ccccc2O)c2ccccc21	nt	-12%	nt	nt	0.1%	-0.1%	4%	18%	nt	nt
CS(=O)(=O)N(CC(=O)NCC1CCCO1)c1cc(Cl)cc(Cl)c1 (stereo not drawn)	nt	-4%	6	-1	-0.1%	0.4%	11%	-0.4%	i	1.7%
Cc1ccc(-c2cc3nc(-c4ccccc4)cc(N4CCOCC4)n3n2)cc1	2.8%	2%	-1	-4	0.4%	0.9%	1%	nt	i	-0.8%
O=C(Cn1cc([N+](=O)[O-])cn1)N1CCc2ccccc21	3.3%	-2%	20	-1	4.0%	0.8%	18%	-0.9%	i	-1.9%
Cc1ccc(S(=O)(=O)CC(=O)Nc2ccc(Cl)cn2)cc1	nt	-3%	-1	4	0.3%	-0.6%	13%	1.6%	i	-0.7%
O=C(CSc1ccc(-c2ccco2)nn1)Nc1ccccc1F	nt	-2%	nt	nt	0.6%[50 µM]	-0.3%	32%	2.1%	nt	nt
CCOCCCNC(=S)Nc1ccc2nc(N3CCCC3)cc(C)c2c1	-3.1%	-2%	6	5	-0.4%	-1.1%	10%	0.4%	i	0.6%
O/N=C/CCn1c(=S)sc2ccccc21	0.4%	-6%	-15	-32	-1.8%	-0.8%	20%	3.8%	i	-0.1%
O=C(Cc1ccc(F)cc1)Nc1nnc(SCC(=O)N2CCCCC2)s1	nt	-1%	4	1	0.3%	-0.4%	24%	0.8%	i	-8.1%
CCN(CC(=O)NCc1ccc(Cl)cc1)C(=O)c1ccc(S(=O)(=O)N(C)C)cc1	-1.3%	-7%	-9	1	2.7%	-0.6%	9%	-0.5%	i	-6.8%
O=C(O)COc1ccc(/C=N/n2c(COc3ccccc3)nc3ccccc3c2=O)cc1	2.4%	-3%	-5	12	0.9%[50 µM]	0.2%	2%	1.7%	i	2.5%
CC(=O)N1CCc2cc(S(=O)(=O)N3CCCCC3C)ccc21 (stereo not drawn)	nt	0%	nt	nt	4.2%	1.1%	13%	1.6%	nt	nt
COc1ccc(N2CCN(CCNC(=O)Nc3cc(Cl)ccc3Cl)CC2)cc1	nt	-4%	nt	nt	2.2%[50 µM]	-0.8%	5%	0.1%	nt	nt
O=C1c2oc3ccc(Br)cc3c(=O)c2C(c2cccc(F)c2)N1CCO (stereo not drawn)	-0.8%	-4%	-7	-2	0.2%	0.3%	21%	0.2%	i	-1.9%
Cc1ccc(C)c(NC(=O)CSc2nc(=O)n(CCN3CCOCC3)c3c2CCCC3)c1	nt	-11%	nt	nt	1.4%[50 µM]	nt	11%	-1.6%	nt	nt
CSc1ccccc1NC(=O)CN(C)CC(=O)NCc1ccccc1	nt	0%	-20	6	0.2%	-0.5%	5%	-0.2%	i	-11%
CN(C)S(=O)(=O)c1ccc(N)c([N+](=O)[O-])c1	nt	2%	nt	nt	-0.7%[50 µM]	0.7%	7%	0.7%	i	nt
Other compounds.
SMILES	ER stress rescue	Dengue-2 NS5 capping	WT yeast gro inh	WT yeast gro inh mutant strain	K1F lysis inhibition	West Nile antiviral	Large T inhibition	RSV antiviral HEp-2	Yfh1-depleted yeast	XIAP displacement	others
Cc1nc(NC(=O)c2cccnc2)ccc1Br	-0.7%	6%	-3	4	1.8%	0.2%	3%	2.2%	i	-5.1%
CSc1ccccc1C(=O)Nc1nc2ccccc2c(=O)[nH]1	2.6%	nt	9	0	0.2%	-0.8%	4%	1.7%	i	-0.9%
Cc1ccc(N(C)S(=O)(=O)c2ccc3c(c2)NC(=O)C(C)S3)cc1 (stereo not drawn)	nt	-4%	nt	nt	-0.1%	0.1%	5%	7.0%	nt	nt
O=C(N/N=C/c1cccc(OC2CSC2)c1)c1ccccc1O	-1.3%	-2%	-4	9	0.5%	0.6%	-4%	2.6%	i	-4.9%
Cc1nn(CCC#N)c2nc(-c3ccccc3)cc(C(F)(F)F)c12	-0.2%	-2%	-19	-29	0.1%	0.6%	5%	3.4%	i	-8.2%
COCCCNC(=S)N1CCN(c2ccc([N+](=O)[O-])cc2)CC1	2.8%	1%	4	24	1.2%	-1.1%	7%	7.8%	i	3.4%
Nc1ccc(Sc2ccccc2CC(=O)O)cc1	-0.6%	nt	-55	-4	nt	-0.2%	>100µM*	0.1%	i	-3.8%
O=C(OCCN1CCOCC1)c1cccs1	-0.4%	-10%	-8	-18	0.1%	0.1%	12%	2.2%	i	-6.6%
N/C(Cc1ccc([N+](=O)[O-])cc1)=N\OC(=O)C(c1ccccc1)c1ccccc1	-1.3%	-2%	36	7	-0.1%	?	1%	?	i	-2.3%
COc1ccc(CCNC(=O)CSc2nc(C)nc3c2c(=O)n(C)c(=O)n3C)cc1OC	-1.0%	-1%	nt	nt	0.1%	0.7%	5%	2.0%	i	-6.2%
CC1CCCCC1NC(=O)Cn1cnc2ccccc2c1=O (stereo not drawn)	3.9%	4%	-2	6	0.1%	0.3%	3%	-0.1%	i	1.9%
Cc1ccc(N=Nc2c(N)[nH]n3c(=O)cc(C)nc23)cc1	1.1%	9%	-11	1	2.1%	-2.1%	27%	0.7%	i	-2.4%
CCC(C)N(C(=O)COC(=O)c1nc2nc(C)cc(C)n2n1)C1CCS(=O)(=O)C1 (stereo not drawn)	nt	1%	nt	nt	0.3%[50 µM]	nt	7%	3.6%	nt	nt
O=C(/C=C/c1ccccc1)NCC1(c2ccccc2)CCOCC1	nt	-2%	nt	nt	-0.3%	0.0%	10%	1.1%	i	nt
CC(=O)c1ccc(NC(=O)CNCc2cccs2)cc1	nt	0%	nt	nt	0.1%	0.0%	1%	0.5%	nt	nt
O=C(Oc1ccccc1-c1csnn1)c1cccs1	-0.5%	-6%	-2	5	0.3%	-0.7%	8%	1.6%	i	-5.2%
C=CCN=c1scc(-c2ccco2)n1/N=C/c1ccc(O)c(O)c1O	nt	84µM*	nt	nt	2.3%	-0.5%	?	7.5%	i	nt
Cc1cccc(N2CCN(C(=O)Cc3ccc(-n4c(=O)[nH]c5ccsc5c4=O)cc3)CC2C)c1 (stereo not drawn)	-3.8%	0%	2	-6	3.6%[50 µM]	-0.5%	8%	9.3%	i	-8.5%
CCOc1ccc(N(CC(=O)NC(C)CC)S(C)(=O)=O)cc1 (stereo not drawn)	-0.6%	0%	8	14	0.2%	-0.2%	11%	2.0%	i	-15%
N#CC1=C(N)OC2=C(C(=O)CCC2)C1c1cc2c(cc1Cl)OCO2 (stereo not drawn)	nt	nt	nt	nt	-0.2%	0.3%	0%	3.6%	nt	nt
CCOc1ccc(-c2c(C(=O)N/N=C/c3cccnc3)nnn2-c2nonc2N)cc1	nt	-5%	nt	nt	0.1%	0.8%	3%	1.6%	nt	nt
CCOC(=O)c1cc(-c2ccc(C)o2)n[nH]1	-0.5%	-15%	4	3	-0.1%	-0.2%	11%	0.7%	i	-2.8%
COc1ccc(Oc2nccc(-c3ccc(F)cc3)c2C#N)cc1	-3.2%	1%	-27	-9	1.8%[50 µM]	0.0%	15%	0.8%	i	-1.9%
C[C@@H]1CN(C(=O)c2cc(COc3cccc(C(F)(F)F)c3)on2)C[C@H](C)O1	nt	-9%	nt	nt	0.2%	-0.8%	24%	-0.1%	nt	nt
CCN1CCN(C(c2cccs2)C(C)NC(=O)c2cccc(OC)c2)CC1 (stereo not drawn)	nt	-1%	-1	-4	0.1%	0.8%	-3%	0.4%	nt	nt

Continued; the last two above are carried over.
SMILES	ER stress rescue	Dengue-2 NS5 capping	WT yeast gro inh	WT yeast gro inh mutant strain	K1F lysis inhibition	West Nile antiviral	Large T inhibition	RSV antiviral HEp-2	Yfh1-depleted yeast	XIAP displacement	others
C[C@@H]1CN(C(=O)c2cc(COc3cccc(C(F)(F)F)c3)on2)C[C@H](C)O1	nt	-9%	nt	nt	0.2%	-0.8%	24%	-0.1%	nt	nt
CCN1CCN(C(c2cccs2)C(C)NC(=O)c2cccc(OC)c2)CC1 (stereo not drawn)	nt	-1%	-1	-4	0.1%	0.8%	-3%	0.4%	nt	nt
CCOC(CNC(=O)CN1C(=O)COc2ccc(S(=O)(=O)N3CCCC3)cc21)OCC	nt	-4%	nt	nt	0.5%	-0.7%	9%	1.2%	nt	nt
CCC(=O)Nc1ccc(Cl)c(NC(=O)c2c(OC)cccc2OC)c1	-2.6%	-9%	13	5	2.3%	0.2%	-16%	0.5%	i	-4.3%
CC(C)OC(=O)C1CC=CCC1C(=O)Nc1ccc(Cl)cc1 (stereo not drawn)	-0.1%	-4%	-2	19	5.2%	0.0%	10%	4.3%	i	-4.3%
COCCCNC(=O)c1ccc(Cn2c(=O)c3ccccc3n(CC(=O)NCCc3ccc(OC)c(OC)c3)c2=O)cc1	-1.9%	-3%	-7	9	0.1%	0.1%	17%	3.1%	i	1.4%
Cc1[nH]c2ccccc2c1C(=O)C(=O)NCc1ccncc1	nt	-7%	nt	nt	-0.3%	-0.1%	24%	0.2%	nt	nt
CCc1ccc(NC(=O)Nc2ccc3c(c2)N(C)C(=O)CS3)cc1	-0.9%	-28%	-6	-21	2.7%	-0.2%	1%	3.3%	i	-6.5%
Cc1cccc(OCC(=O)Nc2ccncc2)c1C	nt	0%	nt	nt	0.5%	-0.1%	5%	-0.1%	nt	nt

Screening data as filed in PubChem.
